ASAP1 GAP inh = ASAP1 ArfGAP inhibition. Q9ULH1. ASAP1-stimulated ARF1 GTP hydrolysis, GDP FP detection. inhibition, % at 16.5 µM. 360,000 compounds, 0.19% hits. AID 624377; in the data active = inhibition above about 25%;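 also: 0% = vehicle with enzyme and substrate and 100% = no enzyme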
Target sequence (Q9ULH1 325-724 limits assumed): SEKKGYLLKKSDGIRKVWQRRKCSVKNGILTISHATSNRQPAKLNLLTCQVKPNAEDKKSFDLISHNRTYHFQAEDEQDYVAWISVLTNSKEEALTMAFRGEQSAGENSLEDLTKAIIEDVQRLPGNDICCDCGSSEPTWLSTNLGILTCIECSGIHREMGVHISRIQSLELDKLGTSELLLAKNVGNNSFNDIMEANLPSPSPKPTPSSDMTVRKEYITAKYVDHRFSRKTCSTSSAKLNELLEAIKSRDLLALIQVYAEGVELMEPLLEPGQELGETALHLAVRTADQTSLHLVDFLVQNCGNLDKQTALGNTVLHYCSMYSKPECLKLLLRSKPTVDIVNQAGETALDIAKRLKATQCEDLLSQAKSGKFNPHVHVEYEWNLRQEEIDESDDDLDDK
PLCg1 inh = blocks human PLC-gamma1 enzyme activity | P19174 | purified PLC-gamma1, fluorogenic substrate, fluorescence | inhibition, % at 12.2 µM | 370,000 compounds, 0.84% hits | AID 720700; in the data active = inhibition above about 9.5%
DDE Tn6 FP inh = disrupts Tn6 cyclic peptide binding to fibrin D-Dimer-E complex. inhibition, % at 8.3 µM. Fibrin DD(E) TRITC-Tn6 fluorescence polarization displacement. 370,000 compounds, 0.21% hits;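 active = inhibition above a per-campaign cutoff: mean of compounds within control limits plus 3 SD, cut at about 15% in these data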;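 also: 0% = median of all compound wells on the plate and 100% = blocking peptide control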
KLK7 zymogen act = proKLK7 (human) activation, primary screen; activation, % at 7 µM; 370,000 compounds, 0.9% hits; AID 652039; purified proKLK7, EDANS-DABCYL substrate fluorescence; 100% is mature enzyme control, 0% vehicle;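 active = activation above the mean of all tested compounds plus 3 SD, computed per campaign excluding outliers beyond control limits, cut at about 13% in these data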
Tn7 DDE FP = DD(E)-Tn7 binding inhibition, primary FP screen | inhibition, % at 8.3 µM | P02675 | AID 720508 | 370,000 compounds, 0.13% hits | FP displacement of FITC-Tn7 peptide from fibrin DD(E); 0% = median of compound wells per plate;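 active = inhibition above the mean of compounds falling within the control limits plus 3 SD of them, cut at about 14% in these data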;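 also: 0% = plate median of compound wells and 100% = 10 µM Aha-Tn7 peptide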
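Assay system: human fibrin DD(E). Input: DD(E) 2 µM final. Medium: Tris buffer with calcium and detergent, pH 7.8. Compound dosing: single point at 8.3 µM. Timing: 10 min plus 3 h, room temperature. Technique: fluorescence polarization of the labelled Tn7 tracer. Read-out: percent inhibition. Replicates: singlicate testing.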
MBD2 DNA inh = blocks human MBD2 binding to methylated DNA. TR-FRET, MBD2 binding to methylated oligonucleotide. 370,000 compounds, 0.31% hits. Q9UBB5. inhibition, % at 4.4 µM. AID 686964; in the data active = inhibition above about 13%
Target sequence (Q9UBB5 whole entry, looked up): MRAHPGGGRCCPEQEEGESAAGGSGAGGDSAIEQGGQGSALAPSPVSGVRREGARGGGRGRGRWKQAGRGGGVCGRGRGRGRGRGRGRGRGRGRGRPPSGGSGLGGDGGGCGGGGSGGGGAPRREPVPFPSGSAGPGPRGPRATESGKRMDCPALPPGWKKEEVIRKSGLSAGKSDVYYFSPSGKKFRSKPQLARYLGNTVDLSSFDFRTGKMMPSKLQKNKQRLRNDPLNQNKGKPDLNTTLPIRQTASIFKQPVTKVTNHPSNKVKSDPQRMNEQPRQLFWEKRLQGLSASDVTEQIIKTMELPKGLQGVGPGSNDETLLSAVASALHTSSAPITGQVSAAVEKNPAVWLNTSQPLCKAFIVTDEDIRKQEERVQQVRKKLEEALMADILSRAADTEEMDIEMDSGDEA
UHRF1 binding = blocks human UHRF1 binding to methylated DNA. 370,000 compounds, 0.75% hits. AID 687016. inhibition, % at 4.4 µM. UHRF1 binding to methylated oligo, TR-FRET. Q96T88; in the data active = inhibition above about 21%;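 also: UHRF1 SRA domain binding a hemimethylated CpG hairpin DNA probe; 0% = median of test compound wells and 100% = reference inhibitor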
ARFGAP1 inhibitor = inhibits rat ARF GTPase activating protein 1; AID 651572; Q62848; Arfgap1-stimulated ARF1 GTP hydrolysis, GDP FP detection; 360,000 compounds, 0.26% hits; inhibition, % at 16.5 µM;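 active = inhibition above a per-plate limit, mean inhibition of low control wells plus 3 SD, cut at about 25% in these data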;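 also: 0% = DMSO wells with enzyme and 100% = wells lacking Arfgap1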
Target sequence (Q62848 1-136 limits assumed): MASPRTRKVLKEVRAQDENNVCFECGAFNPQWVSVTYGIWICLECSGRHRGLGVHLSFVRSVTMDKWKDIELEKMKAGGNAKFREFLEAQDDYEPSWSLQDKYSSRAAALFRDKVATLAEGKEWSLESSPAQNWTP
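system = rat Arfgap1 catalytic domain, aa 1-136 | technique = FP, GDP Alexa 633 tracer displaced from anti-GDP antibody, 620/688 nm | compound = one concentration, 16.5 µM, DMSO 1.26% | medium = HEPES-based buffer, pH 7.5 | timing = compound-enzyme preincubation 20 min, reaction 120 min, detection 60 min, 25 °C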
PLC-beta3 inh = blocks human PLC-beta3 enzyme activity; Q01970; Purified PLC-beta3, fluorogenic substrate, fluorescence; inhibition, % at 12.2 µM; 370,000 compounds, 0.18% hits; AID 720704; in the data active = inhibition above about 11%;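 also: 0% = median of compound wells on plate and 100% = full blocker control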
ADAM17 inh = inhibits human ADAM17; recombinant ADAM17, EDANS/DABCYL FRET peptide cleavage; inhibition, % at 6.95 µM; AID 720648; 370,000 compounds, 0.83% hits; P78536;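 active = inhibition above the mean of compounds lying between control limits plus 3 SD, set per campaign, cut at about 8.5% in these data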;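 also: 0% = DMSO-only wells as the low control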
An asterisk follows results filed as active; . = no result given.

SMILES	ASAP1 GAP inh	PLCg1 inh	DDE Tn6 FP inh	KLK7 zymogen act	Tn7 DDE FP	MBD2 DNA inh	UHRF1 binding	ARFGAP1 inhibitor	PLC-beta3 inh	ADAM17 inh
Cc1ccc(S(=O)(=O)N2C[C@H]3C(=O)C[C@@H](c4ccccc4)N(S(=O)(=O)c4ccccc4[N+](=O)[O-])[C@H]3C[C@H]2c2ccccc2)cc1	-12	5	1	-0.5	3	0	3	-4	2	3
Cc1nc(SCC(=O)c2cc3ccccc3oc2=O)c(C#N)c(-c2ccccc2)c1C(=O)Nc1ccccc1	-16	-4	0	-0.6	0	2	3	-11	-13	-6
COc1ccc(Br)cc1/C=N/NC(=O)c1ccc(OC)c(OC)c1	3	2	-2	1.0	3	-3	0	0	0	0
CC(NC(=O)c1ccc2ccccc2n1)c1ccc(S(N)(=O)=O)cc1 (configuration not stated)	10	0	0	0.3	-6	1	0	-11	-5	-2
Cn1ncc2c(NNC(=O)Cc3cccc4ccccc34)ncnc21	1	1	-3	0.5	-4	-2	1	-2	1	2
Cc1ccc(S(=O)(=O)N(C)C)cc1NC(=O)COC(=O)c1n[nH]c(=O)c2ccccc12	7	1	3	0.1	-5	-4	-2	-2	-4	-1
O=C(CCNS(=O)(=O)c1ccc(Br)cc1)NC1CCCCC1	16	-1	3	0.3	3	-6	0	10	-2	-1
CC(C)(C)Nc1c2ccccc2nc2ccccc12	-12	-187	-4	2.5	6	-3	-10	-1	-276	-478
Cc1cccn2c(=O)c(C(=O)NCCCN3CCCCC3C)c(O)nc12 (configuration not stated)	-13	-40	1	3.7	2	5	-2	5	-64	-25
CCOc1cccc(C=Nc2cc(C)cc(C)c2O)c1O	18	-10	1	1.8	-7	-2	-4	-13	-13	1
COc1ccc(OCCNC(=O)c2ccccc2OCC(=O)N2CCCCC2)cc1	3	-1	-3	-0.2	-9	-5	2	1	7	0
O=C(O)C1(Nc2ccccc2)CCCC1	-11	-1	-1	-0.9	0	3	2	3	1	-4
O=C(CSc1nnc(Cc2ccccc2)o1)N1CCCC1	-6	3	9	0.1	-3	-5	-3	-12	-4	-2
O=C(NCCc1ccc(Cl)cc1)C1CCCN1C(=O)Nc1ccc(F)cc1 (configuration not stated)	4	-1	-6	0.5	-3	1	1	2	-8	-5
Cc1ccc(C)c(N(C(=O)c2snc(C(N)=O)c2N)C(C(=O)NCC2CCCO2)c2ccc(C)o2)c1 (configuration not stated)	-21	-171	2	-1.3	6	1	0	1	-235	-154
COCCSc1ncccc1-c1nc2ccccc2[nH]1	.	-18	-3	-0.7	5	0	0	.	-23	-24
O=C(Oc1ccccc1-c1nnco1)c1ccccc1	8	3	7	1.8	3	-3	0	5	2	-9
COc1cccc(C(=O)Cn2c(NCCO)nc3ccccc32)c1	-3	5	-2	0.0	-7	-3	1	3	5	0
CCOC(=O)c1c(C)[nH]c(C(=O)CN2CCOCC2)c1C	2	-6	3	0.4	4	4	3	-6	-4	-6
COc1cc(/C=N/Nc2nncn2/N=C/c2ccc(O)c(OC)c2)ccc1O	-15	9	7	-1.5	8	2	10	11	4	-2
Cc1ccccc1OCCn1c(=O)sc2ccccc21	11	2	-5	0.1	-1	2	3	-1	-2	0
O=C(CN1CCN(c2ccccc2F)CC1)Nc1ccc2c(c1)CCC2	5	-2	3	0.2	-3	0	0	2	-2	0
COc1ccccc1N1CCN(C(=O)C2CCN(S(=O)(=O)N3CCOCC3)CC2)CC1	-6	3	-1	-0.9	1	2	0	-4	1	-4
COc1ccc(OCC(O)CNS(=O)(=O)c2ccc(C)cc2)cc1 (configuration not stated)	5	0	-1	0.5	3	0	4	-2	-8	-2
O=C(Nc1ncc2c(n1)CC(c1cccc(Cl)c1)CC2=O)c1ccco1 (configuration not stated)	7	19*	-2	-0.4	1	52*	86*	-4	-4	4
(list continues)
SMILES	ASAP1 GAP inh	PLCg1 inh	DDE Tn6 FP inh	KLK7 zymogen act	Tn7 DDE FP	MBD2 DNA inh	UHRF1 binding	ARFGAP1 inhibitor	PLC-beta3 inh	ADAM17 inh
O=C(NCc1cccs1)C(=O)NCC(c1ccco1)N1CCN(c2ccccc2)CC1 (configuration not stated)	-2	5	9	-0.1	-3	-1	3	6	-3	3
COc1ccc2c(CN3CCCCCCC3)cc(=O)oc2c1	3	-321	-7	7.3	1	-2	-3	5	-426	-254
O=C(NN=C1C2CC3CC(C2)CC1C3)c1cccs1	3	-4	-1	-0.2	3	4	-3	-3	-2	-2
Cc1[nH]c2ccccc2c1/C=N/NC(=O)c1cc(C(C)C)[nH]n1	-3	-6	10	0.6	11	2	25*	13	-8	-2
Cc1ccc(Nc2c(-c3ccccc3O)nc3cnccn23)cc1	13	-67	0	-0.2	-1	1	-4	0	-70	-2
CCc1ccc(/C=C2/C(=O)N(c3ccccc3)C(=S)N2CC(=O)OC)s1	13	-1	-1	-1.1	0	1	-1	-2	0	-2
CCN(C(=O)CC(C)C)c1nnc(Cn2nnc3ccccc32)s1	-11	-1	5	-0.4	8	5	0	-7	-1	-5
Cc1ccc(Nc2nc(N/N=C/c3c[nH]c4ccccc34)nc(N3CCOCC3)n2)cc1	12	4	-17	-1.1	-12	4	2	15	3	10*
OC1CCN(c2ncnc3nc[nH]c23)CC1	-4	2	2	-0.4	10	-3	0	-2	0	-2
Cc1cc(=O)oc2cc(OCC(=O)NC3CCCCC3)ccc12	8	-4	-10	-0.6	-6	3	7	9	-9	-22
O=[N+]([O-])c1cc(S(=O)(=O)O)cc([N+](=O)[O-])c1NN(c1ccccc1)c1ccccc1	-3	2	2	-0.2	-1	-6	0	2	-4	0
CCn1c(=O)c2[nH]c(SC)nc2n(CC)c1=O	1	0	4	0.7	2	-1	-1	8	-6	0
O=C(Nc1ccccc1)OCCOc1ccccc1	2	1	-11	0.2	4	0	-3	-5	2	-2
Cc1ccc(CN2CCNC(=O)C2CC(=O)N(C)Cc2cnccn2)cc1 (configuration not stated)	-12	-7	13	0.2	2	-7	-2	9	-18	-5
CCCCCOc1ccc(C(=O)OCC(=O)Nc2cc(C)c(C)cc2[N+](=O)[O-])cc1	2	-1	-1	-0.8	10	-6	-4	1	-1	1
Cc1ccc(C)c(NS(=O)(=O)c2ccc(OCC(=O)N3CCCC3)cc2)c1	-2	-1	5	-0.2	3	0	-1	-2	2	-5
Cc1ccc(-c2cn3cc(C)ccc3n2)cc1	-4	-11	-7	0.1	-3	1	-2	-6	-19	-61
COc1cc2c(cc1OC)/C(=C/C(=O)c1ccc(NC(C)=O)cc1)NCC2	23	-142	-1	1.5	2	-3	-7	20	-172	-39
CC(C)[C@H](NC(=O)Cc1ccccc1)C(=O)OCc1cc(=O)n2c(n1)sc1ccccc12	-4	2	-4	-0.2	-6	7	17	4	-4	2
Cc1cnc(C)c(Nc2nc(C(N)Cc3ccccc3)cs2)n1 (configuration not stated)	3	-9	-8	0.1	-8	-3	-3	10	-9	-4
CN1C(=O)/C(=C2/C=Cc3ccccc3N2CCCS(=O)(=O)O)SC1=S	9	4	-4	-0.1	4	-22	-16	-5	7	0
O=S1(=O)CC(N2CCCC2)CN1Cc1cn(Cc2ccc(Cl)cc2)nn1 (configuration not stated)	-13	-2	7	0.3	2	-1	6	-2	-1	-6
O=[N+]([O-])c1ccccc1S(=O)(=O)c1ccccc1	2	0	-5	0.2	-1	-1	2	2	-4	-6
O=P(O)(Cc1ccccc1)c1ccccc1	2	3	-8	0.3	-4	-7	1	-3	2	0
COc1ccc(-c2cc(C#N)nc(N3CCNCC3)n2)cc1	53*	-58	14	4.6	-8	2	-12	75*	-75	-28

Records listed above printed as active in UHRF1 binding.
SMILES	ASAP1 GAP inh	PLCg1 inh	DDE Tn6 FP inh	KLK7 zymogen act	Tn7 DDE FP	MBD2 DNA inh	UHRF1 binding	ARFGAP1 inhibitor	PLC-beta3 inh	ADAM17 inh
O=C(Nc1ncc2c(n1)CC(c1cccc(Cl)c1)CC2=O)c1ccco1 (configuration not stated)	7	19*	-2	-0.4	1	52*	86*	-4	-4	4
Cc1[nH]c2ccccc2c1/C=N/NC(=O)c1cc(C(C)C)[nH]n1	-3	-6	10	0.6	11	2	25*	13	-8	-2

(more compounds)
SMILES	ASAP1 GAP inh	PLCg1 inh	DDE Tn6 FP inh	KLK7 zymogen act	Tn7 DDE FP	MBD2 DNA inh	UHRF1 binding	ARFGAP1 inhibitor	PLC-beta3 inh	ADAM17 inh
CCCCCCCCN1C(=O)[C@H](CC(=O)NCCCN2CCCC2=O)C[C@@]2(C(=O)OCC)CCCC=C12	-1	2	-8	0.5	0	4	1	4	0	-4
CCOC(=O)C1=CN2CCCC[C@@H]2CC1=O	6	-4	-2	-0.4	4	-5	-1	1	-3	-4
CSc1ccc(/C=N/NC(=O)CNc2ccc3ccccc3c2)cc1	5	-19	2	0.0	7	-2	-7	1	-31	6
N#CC(C#N)=C(Nc1ccc(F)cc1)SCc1cccc(Br)c1	-11	7	3	0.2	-8	-4	-1	-10	-1	5
CC(CCc1ccccc1)NC(=O)C1CCN(S(=O)(=O)c2cnc[nH]2)CC1 (configuration not stated)	2	4	-1	0.3	1	-2	3	-5	-1	-1
COc1cccc(/C=C/C(=O)OCC(=O)NCc2ccc3c(c2)OCO3)c1	-10	-4	-10	0.2	3	-4	-3	-4	-3	-4
CC(c1ccccc1)n1c(N2CCN(C)CC2)nc2c1c(=O)[nH]c(=O)n2C (configuration not stated)	0	1	0	0.3	2	1	1	-5	-2	-1
CCNC(=O)C1CCCN(C(=O)c2ccc3snnc3c2)CC1 (configuration not stated)	8	1	4	0.2	-8	-4	-1	-2	5	0
Cn1nc(C(F)(F)F)c(C(=O)Nc2ccc(F)cc2F)c1Sc1ccc(Cl)cc1	7	9	0	0.3	13	-5	2	6	5	0
Cc1ccc(C)c(N2CCN(S(=O)(=O)c3cc4c(cc3C)NC(=O)CO4)CC2)c1	-9	0	-2	0.2	3	1	4	-2	-1	-4
COc1ccc(C)cc1NC(=O)C1CCN(C(=O)C2CC(=O)N(c3ccc(C)cc3)C2)CC1 (configuration not stated)	-3	-1	0	-0.5	13	5	1	3	-5	-2
O=C(NC1CC1)C1=C[C@@H](c2ccc(C(F)(F)F)cc2)C[C@@H](OCc2ccc(CO)cc2)O1	4	-5	3	-0.3	-2	1	2	-2	-3	-3
Cc1ccc(SCC(=O)Nc2ccc3c(c2)OCCO3)cc1	-17	-1	5	-0.6	0	-7	-3	5	-2	-3
N#Cc1ccc(C(=O)N/N=C/c2cn(CC(=O)O)c3ccccc23)c(F)c1	-2	-12	3	-0.2	1	0	3	1	-13	-1
Cc1ccc2c(Cl)c(C)c(N3CCOCC3)nc2n1	2	-33	9	0.3	-7	2	1	11	-47	-1
Cn1ncc(Cl)c1C(=O)N1CCN(c2ccccc2)CC1	8	-2	3	0.1	6	1	1	0	-4	0
COc1cccc(OCCn2cc(C(C)=O)c3ccccc32)c1	0	-1	2	0.4	0	1	2	0	-4	0
S=c1[nH]nc(-c2ccco2)n1/N=C/C=C/c1ccccc1	3	0	-5	0.1	-1	-1	-2	-2	2	2
